Source: PubChem BioAssay (Broad Institute)
BL2 CD40 inh: CD40 pathway inhibition in BL2 cells | BL2 NF-kB luciferase reporter, CD40L-induced, 4 h | inhibition, % at 10 µM | 83,000 tested, 0.94% active;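 active = mean inhibition of at least 50% with a set share of replicates also reaching that level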;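 also: 0% = neutral control wells and 100% = IKK inhibitor VII at 50 µM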
Starred values were filed as active, the others as inactive; [ ] = dose if it differs, or a comment. These rows are one share of the data (hit frequency here may not be typical).

SMILES | BL2 CD40 inh
COc1ccccc1S(=O)(=O)N(C)C[C@@H]1OCc2ccccc2-c2ccccc2C(=O)N([C@H](C)CO)C[C@H]1C | 4[25 µM]
O=C(CN1C(=O)NC2(CCCCCC2)C1=O)Nc1ccc2c(c1)CCC2 | 11
N#Cc1ccccc1OCCCNC1CCCC1 | 6
C=C1C(=C/C=C2\CCC[C@]3(C)[C@@H]([C@H](C)/C=C/[C@@H](O)C4CC4)CC[C@@H]23)C[C@@H](O)C[C@@H]1O | 19[25 µM]
N#Cc1cccc(-c2ccc([C@@H]3[C@@H](CO)N4CCCCN(C(=O)Nc5cccc(F)c5)C[C@H]34)cc2)c1 | 17[25 µM]
CCN(C(=O)Cn1cnc2c1c(=O)n(C)c(=O)n2C)C1CCCCC1 | 14
Cc1cccc(OCC(=O)N(Cc2ccco2)c2c(N)n(Cc3ccccc3)c(=O)[nH]c2=O)c1 | 19
c1ccc(CO/N=C(\c2ccc(C3CC3)nc2)C2CC2)cc1 | -1
CN1C(=O)c2cc(NC(=O)c3ccc(F)cc3)ccc2OC[C@H]2O[C@@H](CC(=O)NCC3CCCCC3)CC[C@@H]21 | 1
CCN1[C@@H]2Cn3c(ccc(-c4ccccc4OC)c3=O)[C@H]1[C@@H](C(=O)NCc1ccccn1)[C@@H]2CO | -4[25 µM]
COc1cc(NC(=O)COc2ccc(F)cc2)nc(OC)n1 | -6
CCN(CC(=O)Nc1c(F)cccc1F)C(=O)c1ccc(C2SCCS2)cc1 | 0
Cc1cc(C)c2c(n1)nn1c(NCCCN(C)C)cc(C)nc21 | 11
CCCn1nc(C(=O)Nc2cc(OCC)c(N3CCOCC3)cc2OCC)c2ccccc2c1=O | -1
Cc1noc(C)c1NC(=O)N(C)C[C@@H]1OCc2ccccc2-c2c(n(C)c3ccccc23)C(=O)N([C@@H](C)CO)C[C@@H]1C | 2[25 µM]
Cc1occc1C(=O)Nc1ccc(S(=O)(=O)N2CCCC2)cc1 | -14
COc1ccc(C(=O)N2CCC(C(=O)NCc3ccccn3)CC2)cc1 | 4
N#CCCN(Cc1cccnc1)C(=S)NC(=O)c1ccco1 | 17
O=C(C[C@H]1C[C@H]2c3cc(NC(=O)c4cccnc4)ccc3O[C@H]2[C@H](CO)O1)NC1CCCC1 | -3
CN(CC(=O)NCCc1ccccc1)CC(=O)Nc1cccc(F)c1 | -1
O=C(CN1CCCCC1)Nc1ccc(S(=O)(=O)c2ccc(NC(=O)CN3CCCCC3)cc2)cc1 | 2
COc1ccc(S(=O)(=O)N(C)C[C@@H]2OCc3cn(nn3)CCCC(=O)N([C@@H](C)CO)C[C@@H]2C)cc1 | -8[25 µM]
C[C@@H]1CN([C@H](C)CO)C(=O)c2c(c3ccccc3n2C)-c2ccccc2CO[C@@H]1CN(C)C(=O)[C@H]1CCCN1C | -15[25 µM]
Cc1csc(SCC(=O)N(C)CC(=O)Nc2ccccc2Cl)n1 | 10
OC[C@@H]1[C@@H](c2ccccc2)C2(CN(CC3CCOCC3)C2)N1Cc1cncnc1 | -12[25 µM]
COc1ccc(CC(=O)OC(C)C(=O)Nc2c(C)n(C)n(-c3ccccc3)c2=O)cc1OC (stereo not drawn) | 1
c1ccc2c(N3CCCCC3)nc(N3CCOCC3)nc2c1 | 8
CCOC(=O)Cn1nnc(-c2ccc(S(C)(=O)=O)cc2)n1 | 5
O=C(COc1ccc(-c2ccccc2)cc1)N1CCN(C(=O)c2cccnc2)CC1 | 8
COc1cccc(NC(=O)N2CC3(C2)[C@H](c2ccccc2)[C@@H](CO)N3C(C)=O)c1 | -11[25 µM]
Cc1ccc(S(=O)(=O)N2CCN(C(=O)CN3C(=O)NC4(CCCCC4)C3=O)CC2)c(C)c1 | 6
CCOc1ncccc1C(=O)Nc1nnc(C)s1 | 5
Cc1ccnn1CC(=O)N/N=C/c1ccc2c(c1)OCO2 | -25
CO[C@H](CN(C)Cc1ccc2c(c1)OCO2)[C@@H](C)CN(C(=O)Nc1ccc(F)cc1)[C@H](C)CO | -25[25 µM]
C[C@H](CO)N1C[C@H](C)[C@H](CN(C)S(=O)(=O)c2cn(C)cn2)OCc2ccccc2-c2ccccc2C1=O | -26[25 µM]
COc1ccccc1S(=O)(=O)N1CC[C@@H]2[C@@H](CO)N(C)c3ccc(-c4cccc(C#N)c4)cc3[C@@H]21 | 2[25 µM]
O=C(Nc1nncs1)C1(c2ccccc2)CCCC1 | 7
CN1C(=O)c2cccc3c(S(=O)(=O)Nc4ccccc4F)ccc1c23 | -14
O=C(Nc1ccccc1F)N1C[C@@H]2[C@H](c3ccccc31)[C@H](CO)N2C(=O)c1ccccc1F | -28[25 µM]
CCOC(=O)CCC(=O)NNC(=O)c1ccc(NC(=O)c2ccccc2)cc1 | 24

Look-ups from the entries so far:
BL2 CD40 inh with CN1C(=O)c2cc(NC(=O)c3ccc(F)cc3)ccc2OC[C@H]2O[C@@H](CC(=O)NCC3CCCCC3)CC[C@@H]21 reads 1
BL2 CD40 inh with COc1ccc(C(=O)N2CCC(C(=O)NCc3ccccn3)CC2)cc1 reads 4
BL2 CD40 inh with O=C(C[C@H]1C[C@H]2c3cc(NC(=O)c4cccnc4)ccc3O[C@H]2[C@H](CO)O1)NC1CCCC1 reads -3
BL2 CD40 inh with CCOC(=O)CCC(=O)NNC(=O)c1ccc(NC(=O)c2ccccc2)cc1 reads 24
BL2 CD40 inh with C[C@@H]1CN([C@H](C)CO)C(=O)c2c(c3ccccc3n2C)-c2ccccc2CO[C@@H]1CN(C)C(=O)[C@H]1CCCN1C reads -15[25 µM]
BL2 CD40 inh with OC[C@@H]1[C@@H](c2ccccc2)C2(CN(CC3CCOCC3)C2)N1Cc1cncnc1 reads -12[25 µM]
BL2 CD40 inh with CN(CC(=O)NCCc1ccccc1)CC(=O)Nc1cccc(F)c1 reads -1

Continued.
SMILES | BL2 CD40 inh
COc1ccc(NC(=O)C2CCCC2)cn1 | -6
CC(=O)NC(CCS(C)(=O)=O)C(=O)Nc1ccc2c(c1)OCCO2 (stereo not drawn) | 6
O=C(CNC(=O)c1ccccc1)OCC(=O)c1c[nH]c2ccccc12 | 2
COc1ccc(CCC(=O)Nc2ccc(Cn3ccnc3)cc2)cc1 | 5
Cc1ccc(C(=O)Nc2cccc(C(=O)N3CCN(C)CC3)c2)cc1 | -30
NS(=O)(=O)c1ccc(NC(=O)COC(=O)C2CC(=O)N(Cc3ccccc3)C2)cc1 (stereo not drawn) | 14
CO[C@H](CN(C)Cc1cc(F)ccc1F)[C@@H](C)CN([C@H](C)CO)S(=O)(=O)c1ccc(C)cc1 | -6[25 µM]
O=C(C[C@@H]1CC[C@@H]2[C@H](COC[C@@H](O)CN2C(=O)CCN2CCCCC2)O1)NCc1ccncc1 | -6[25 µM]
CCOC(=O)CNC(=O)c1ccccc1Br | -2
CCCNC(=O)c1cc(OC)c(OC)cc1[N+](=O)[O-] | 10
c1ccc(CSc2nnc(SCc3ccccn3)s2)nc1 | -51
CC1C(=O)C(C)C(c2cccs2)NC1c1cccs1 (stereo not drawn) | 12
CC1CN(C(=O)C2CC2)C(C)CN1C(=O)C1CC1 (stereo not drawn) | 7
O=C(c1ccc(S(=O)(=O)Cc2ccccc2F)c([N+](=O)[O-])c1)N1CCCCCC1 | 19
CC(C)COC(=O)N(C)c1ccc(C(O)(C(F)(F)F)C(F)(F)F)cc1 | -32
O=C(c1ccccc1)N(Cc1cccs1)C1CCS(=O)(=O)C1 (stereo not drawn) | 2
CCNC(=O)C(=O)NCC1CCCN1S(=O)(=O)c1cccs1 (stereo not drawn) | 25
CCCSc1nc(C)c(CC(=O)O)c(=O)[nH]1 | -12
CCOC(=O)C1(Cc2ccccc2)CCN(Cc2cnn(CC)c2)CC1 | 9
Cc1noc(C)c1COC(=O)c1cccc(S(=O)(=O)N2CCCCCC2)c1 | 12
O=C(COC(=O)c1cc[n+]([O-])cc1)Nc1ccccc1Sc1ccccc1 | 14
Cc1cn([C@H]2C[C@H](N=[N+]=[N-])[C@@H](CO)O2)c(=O)[nH]c1=O | -7
CCOC(=O)c1c(NC(=O)COc2cccc3c2CCN(C)C3=O)sc2c1CCC2 | 17
OC1CC2CCC(C1)N2CCCN1c2ccccc2Sc2ccc(Cl)cc21 (stereo not drawn) | 54*
COc1ccc(CC(=O)N(C)c2ccccc2)cc1S(=O)(=O)N1CCOCC1 | 2
COc1ccc(OC)c(C(=O)c2oc3ccccc3c2NC(C)=O)c1 | 1
c1ccc(Cc2noc(CN3CCN(CCOc4ccccc4)CC3)n2)cc1 | 5
CCC1(c2ccccc2)NC(=O)N(CC(=O)Nc2cc(S(=O)(=O)N3CCCCC3)ccc2OC(C)C)C1=O (stereo not drawn) | 6
O=c1cc[nH]c2c(Cl)cccc12 | -38
CN(C)c1cccc2cccc(N(C)C)c12 | 1
CO[C@H]1CN(C)C(=O)c2ccc(NS(=O)(=O)CC(F)(F)F)cc2OC[C@@H](C)N(C(=O)NC(C)C)C[C@H]1C | -13[25 µM]
CCn1c(C)nc2cc(C(=O)NNC(=O)c3ccc(C)cc3)ccc21 | 9

Random excerpt: 5 compounds from above
SMILES | BL2 CD40 inh
CO[C@H]1CN(C)C(=O)c2ccc(NS(=O)(=O)CC(F)(F)F)cc2OC[C@@H](C)N(C(=O)NC(C)C)C[C@H]1C | -13[25 µM]
COc1ccc(CC(=O)N(C)c2ccccc2)cc1S(=O)(=O)N1CCOCC1 | 2
CCn1c(C)nc2cc(C(=O)NNC(=O)c3ccc(C)cc3)ccc21 | 9
CN(C)c1cccc2cccc(N(C)C)c12 | 1
c1ccc(Cc2noc(CN3CCN(CCOc4ccccc4)CC3)n2)cc1 | 5

Carrying on.
SMILES | BL2 CD40 inh
Cc1nc(NC(=O)c2ccc(OCC(C)C)cc2)sc1Cc1ccc2c(c1)OCO2 | 5
CCCNC(=O)CN1C(=O)NC(CCc2ccccc2)C1=O (stereo not drawn) | -1
Cc1onc(-c2ccccc2)c1C(=O)NCCSCc1ccco1 | 7
CN(C)S(=O)(=O)c1ccc(NC=O)cc1 | 27*
Cc1c(NS(=O)(=O)c2cccc(C(=O)N3CCC(C)CC3)c2)c(=O)n(-c2ccccc2)n1C | 6
CC(C)C(=O)Nc1nnc(SCc2cccc(F)c2)s1 | -9
COCC(C)n1c(C)cc(C(=O)COc2ccc(N(C)S(=O)(=O)c3ccc(NC(C)=O)cc3)cc2)c1C (stereo not drawn) | -7
CCOC(=O)C1=C(COC(=O)COc2ccccc2C(C)C)NC(=O)NC1C (stereo not drawn) | -2
CNC(=O)COC(=O)c1ccc(NC(=O)CC#N)cc1 | 23
O=C(NCCN1CCOCC1)c1cc(-c2ccccc2)nc2ccccc12 | 10
C[C@H](CO)N1C[C@H](C)[C@@H](CN(C)C(=O)Nc2ccc3c(c2)OCO3)OCc2cn(nn2)CCCC1=O | -17[25 µM]
CCOC(=O)C1C(=O)OC2(CCCC2)C1C(=O)OCC (stereo not drawn) | 11
Cc1ccc2[nH]c(-c3ccccc3)c(CN3CCOCC3)c(=O)c2c1 | -14
COC(=O)c1c(C)nsc1NC(=O)Oc1ccccc1 | -27
C[C@@H]1CN(C(=O)c2nc3ccc(Cl)cn3c2CNCC[C@@H]2C[C@@H]3C=C[C@H]2C3)C[C@H](C)O1 | 0
CCOC(=O)C1CCN(C(=O)c2cccnc2Oc2ccccc2)CC1 | -1
CCN(C[C@H]1[C@H](c2ccc(-c3cccnc3)cc2)[C@H](CO)N1C(C)=O)C(C)=O | -6[25 µM]
CCn1c(CNC(=O)COC)nc2ccccc21 | 7
O=C(CN1C(=O)NC2(CCCCCC2)C1=O)NCc1cccs1 | 6
O=C(CCc1c[nH]c2ccccc12)NC1CC1 | 2
CCOc1ccc(CCNC(=O)c2ccc(OCc3c(C)noc3C)cc2)cc1OCC | -23
COc1cc(/C=C/C(=O)OCC(=O)N(CC(C)C)c2c(N)n(Cc3ccccc3)c(=O)[nH]c2=O)ccc1O | 36
O=C(Nc1cccc(Cl)c1N1CCCCC1)c1ccc2c(c1)OCCO2 | 6
c1ccc(N2CCN(Cc3nc4ccccc4[nH]3)CC2)nc1 | -8[25 µM]
CC(C)CN(CC(C)C)C(=O)Nc1cccc([N+](=O)[O-])c1 | 0
CCc1ccc(-c2nc(NC(=S)NC(=O)c3cccs3)sc2C)cc1 | -5
O=C(c1cnccn1)N1C[C@@H]2[C@H](c3ccccc31)[C@H](CO)N2Cc1ccccc1Cl | 2[25 µM]
COC(=O)[C@H]1[C@H](CO)[C@H]2Cn3c(ccc(-c4ccc(F)cc4)c3=O)[C@H]2N1Cc1ccccn1 | -12[25 µM]
Cc1ccc(C(=O)N(C)CC(=O)Nc2ccc(N3CCOCC3)cc2)s1 | -35
CCCC(=O)NNC(=O)CCC(=O)Nc1ccccc1Cl | 9
Cc1cc(=O)[nH]c2cc(O)ccc12 | 14
O=C(CSc1ccc(Br)cc1)Nc1ccc(N2CCOCC2)cc1 | 5
Cc1noc(C)c1C(=O)OCC(=O)c1ccc[nH]1 | 12
Cc1cccc(C(=O)OCC(=O)c2ccc3c(c2)NC(=O)CO3)c1 | -18
O=S(=O)(c1cccc2cccnc12)N1CCN(Cc2ccc3c(c2)OCO3)CC1 | 2
CCOC(=O)Cn1ccc(NC(=O)COc2ccc(F)cc2)n1 | -1
N#C[C@@H]1[C@@H](c2ccccc2)[C@@H](CO)N1C(=O)Cc1ccccc1 | 0[25 µM]
CCN(/C=N/c1sc2c(c1C#N)CCCCC2)CC | -100
C[C@H](CO)N1C[C@H](C)[C@@H](CN(C)Cc2cccc(O)c2)OCc2ccccc2-c2ccccc2C1=O | -7
CC=Cc1ccc2n(c1=O)C[C@@H]1[C@@H](CO)[C@H](C(=O)NC3CCCCC3)N(CCC)[C@H]21 (mixture of isomers) | 6
O=C1c2cccc3cccc(c23)C(=O)N1Cc1ccccn1 | -13
CC(C)(C)c1ccc(CNC(=O)C2CCCN2C(=O)Nc2ccccc2)cc1 (stereo not drawn) | 7
COc1cc(NC(=O)c2cnc(NCc3ccccc3)nc2C)cc(OC)c1OC | 14
O=C(CCCCn1cnc2c(=S)nc[nH]c21)Nc1ccc(C(=O)O)cc1 | 7
CCOC(=O)c1cccc(NC(=O)CCCn2c(=O)c3cccn3c3cccnc32)c1 | 4
COCCN(C(=O)COC(=O)CSc1ccc2ccccc2c1)c1c(N)n(Cc2ccccc2)c(=O)[nH]c1=O | 1
